Compound activity deposited in PubChem by Broad Institute.
DENV2 CPE rescue: DENV2-induced cell death inhibition | DENV2-infected cells, cytopathic effect rescue, plate reader | CPE inhibition, % at 9.99 µM | 350,000 compounds, 1.7% hits; in the data active = CPE inhibition above about 20%, passing the limit was not always enough; inconclusive = no clear call, values can overlap the other calls; tested in BHK-21 cells;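 note: 0% = median of neutral control wells and 100% = median of positive control wells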
SIRT5 block: sirtuin-5 (human) deacylase inhibition; AID 652115; Purified SirT5, succinyl-peptide AMC, trypsin-coupled fluorescence; 330,000 compounds, 1.1% hits; inhibition, % at 15 µM; Q9NXA8; in the data active = inhibition above about 15%; inconclusive = no clear call, values can overlap the other calls
Target sequence (Q9NXA8 whole entry, looked up): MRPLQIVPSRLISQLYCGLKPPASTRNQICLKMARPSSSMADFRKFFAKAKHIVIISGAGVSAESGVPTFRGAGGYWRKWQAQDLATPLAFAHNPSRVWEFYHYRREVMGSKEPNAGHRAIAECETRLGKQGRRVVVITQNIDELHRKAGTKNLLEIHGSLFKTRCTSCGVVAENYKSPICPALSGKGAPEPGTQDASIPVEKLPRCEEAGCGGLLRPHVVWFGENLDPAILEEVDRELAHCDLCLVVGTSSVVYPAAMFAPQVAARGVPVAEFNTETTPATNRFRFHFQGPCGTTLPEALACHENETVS
Statin myotox sup: protects C2C12 myotubes from simvastatin toxicity; rescue of ATP level, % at 7.49 µM; ATP luminescence, 48 h; scaled: DMSO 0, geranylgeraniol control 100; 330,000 compounds, 0.78% hits;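 active = mean ATP rescue above about 67%, or every replicate alone reaching that limit, limit read from the data, passing the limit was not always enough; inconclusive = no clear call, values can overlap the other calls; inactive = mean under the limit and some replicate under it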;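 note: myotubes were challenged with 10 µM simvastatin during compound exposure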
ERp5 block: blocks human ERp5 reductase activity on insulin | Q15084 | ERp5 insulin aggregation, absorbance 650 nm, 90 min | 350,000 compounds, 0.05% hits | inhibition, % at 9.99 µM | AID 651711;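 active = mean replicate inhibition above about 25%, with every replicate also reaching it, limit read from the data, passing the limit was not always enough; inconclusive = only one of those two criteria met; inactive = neither criterion met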
PglD DTNB: inhibitors of Campylobacter jejuni PglD acetyltransferase. AID 602405. inhibition, % at 12.5 µM. 360,000 compounds, 0.098% hits. purified PglD enzyme, DTNB colorimetric CoA detection; in the data active = inhibition above about 16%, passing the limit was not always enough; inconclusive = no clear call, values can overlap the other calls; note: strong numbers were not always called active
E-selectin induc: induces E-selectin expression in human endothelial cells. 260,000 compounds, 0.37% hits. HUVEC E-selectin immunofluorescence imaging; normalized: neutral wells 0, TNF-alpha wells 100. P16581. activation, % at 7.58 µM. AID 686992;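 active = mean E-selectin-positive cell signal at least 10% of the positive control, reached in at least 60% of replicates, without over 20% cell loss; inconclusive = no rule given, readout overlaps actives, possibly toxicity-flagged; inactive = the rest, including those meeting only one limit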;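 note: in these data hits start at about 27%; measured in HUVEC primary endothelial cells; signal is the percent of cells scored E-selectin positive by PE staining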
Target sequence (P16581 whole entry, looked up): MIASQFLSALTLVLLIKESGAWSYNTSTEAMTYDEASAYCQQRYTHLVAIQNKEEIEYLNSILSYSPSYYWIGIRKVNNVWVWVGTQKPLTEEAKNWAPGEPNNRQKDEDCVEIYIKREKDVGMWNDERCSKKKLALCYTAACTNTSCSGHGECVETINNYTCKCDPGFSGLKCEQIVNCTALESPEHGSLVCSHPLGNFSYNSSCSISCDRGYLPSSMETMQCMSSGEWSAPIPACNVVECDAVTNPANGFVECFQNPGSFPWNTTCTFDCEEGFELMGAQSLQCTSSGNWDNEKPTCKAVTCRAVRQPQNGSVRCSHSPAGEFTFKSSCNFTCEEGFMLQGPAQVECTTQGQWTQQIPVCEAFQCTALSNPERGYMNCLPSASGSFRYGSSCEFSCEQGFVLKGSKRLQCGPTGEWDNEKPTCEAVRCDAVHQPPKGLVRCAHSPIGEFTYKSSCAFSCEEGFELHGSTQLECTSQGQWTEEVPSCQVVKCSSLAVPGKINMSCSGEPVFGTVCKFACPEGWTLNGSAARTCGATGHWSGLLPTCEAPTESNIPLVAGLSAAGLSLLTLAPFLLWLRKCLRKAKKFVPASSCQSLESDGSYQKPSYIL
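Assay system: HUVEC primary endothelial cells. Input: 3,000 HUVEC seeded per well. Doses: one compound dose added by pin transfer. Read-out basis: % PE-positive cells. Benchmarks: TNF-alpha high, DMSO low. Detection: immunofluorescence imaging. Buffer or medium: EGM-2, gelatin.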
S100A4 MyoIIA: inhibitors of human S100A4 binding to myosin IIA peptide | inhibition, % at 10.7 µM | S100A4/TAMRA-MyoIIA peptide fluorescence polarization | 360,000 compounds, 0.14% hits;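 active = mean inhibition of at least 70% across replicates, with every replicate also reaching that level; inconclusive = mean inhibition reaches 70% but some replicates fall short; inactive = mean inhibition below 70%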
Target sequence (P26447 whole entry, looked up): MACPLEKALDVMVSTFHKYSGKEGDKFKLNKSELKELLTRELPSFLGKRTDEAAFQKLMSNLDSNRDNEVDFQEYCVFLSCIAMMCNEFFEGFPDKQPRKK
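Material: S100A4 monomer protein | Medium: HEPES pH 7.2 with CaCl2, KCl, NaCl, DTT, Triton | Reagent: Labelled myosin peptide probe, 5 nM | Doses: One dose per compound | Times: 5 min incubation before reading | Benchmarks: Neutral control DMSO, positive control TFP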
The depositor's hits bear a star; ? = inconclusive; nt = no result given; & = joins results of further samples.

SMILES	DENV2 CPE rescue	SIRT5 block	Statin myotox sup	ERp5 block	PglD DTNB	E-selectin induc	S100A4 MyoIIA
CN1C(=O)C(N=Nc2ccc([N+](=O)[O-])cc2)SC1=S (centres undefined)	-2	0	-23	-14	-5	nt	-1
CC1(C(=O)NS(=O)(=O)c2cccc(OC(F)F)c2)CCN1C(=O)CC1CCCC1 (centres undefined)	-2	-3	3	-4	1	-0.2	0
COc1cccc(N(CC(=O)NC(C)(C)C)C(=O)C2CSC(=O)C2)c1 (centres undefined)	9	1	13	3	-6	nt	-4
O=C(COc1ccc(F)cc1F)N1CCCCCCC1	-2	3	-8	3	6	nt	1
Cc1ccc(SCC(=O)OCC(=O)NCCc2ccc(S(N)(=O)=O)cc2)c(C)c1	1	1	6	3	1	6.0	28
CCOCc1nnc(NC(=O)c2c(-c3ccccc3)noc2C)s1	-2	-1	5	0	0	-0.1	-1
C[C@@H]1CN([C@H](C)CO)C(=O)c2cc(NC(=O)CCN3CCOCC3)ccc2O[C@@H]1CN(C)Cc1ccccc1	-5	-2	0	-1	0	-0.1	-5
CCCNC(=O)C[C@H]1CC[C@@H]2[C@@H](COc3ccc(NC(=O)c4cccc(C(F)(F)F)c4)cc3C(=O)N2C)O1	-5	5	13	3	0	-0.1	3
CC1Cc2ccccc2N1CC(=O)Nc1ccc(Cl)c(S(=O)(=O)N(C)C)c1 (centres undefined)	8	16*	nt	-8	nt	0.0	4
CO[C@H]1CN(C)C(=O)c2cccc(C#N)c2OCC[C@@H]2CC[C@@H](OC)[C@H](CN(C)C(=O)[C@H]1C)O2	-1	0	6	-3	5	0.6	16
O=C(CNc1cccc(Cl)c1)NNC(=S)NCc1ccccc1	2	1	21	-1	-3	1.6	5
COc1ccc(/C(C)=N/N2CCOCC2)c(O)c1	-1	0	nt	3	-2	0.0	-2
CO[C@H]1CN(C)C(=O)c2cc(NC(=O)NC3CCCCC3)ccc2OC[C@H](C)NC[C@@H]1C	-7	-2	-11	-1	-2	0.3	0
C/C=C/c1ccc2c(c1)O[C@H](CN(C)C(=O)NC1CCCCC1)[C@H](C)CN([C@@H](C)CO)S2(=O)=O	9	2	-94	-4	0	0.4	1
COc1ccc(N(C)S(=O)(=O)c2cccc3nsnc23)cc1	-1	11	nt	-4	nt	-0.7	0
COCCOc1ccc(C(F)(F)F)cc1NC(=O)COC(=O)c1cc[n+]([O-])cc1	1	2	5	10	-2	2.8	-3
O=C(C1CC1)N1CC(=O)N2[C@H](C1)[C@H](c1ccc(-c3cccnc3)cc1)[C@@H]2CO	1	2	nt	1	nt	0.1	-12
C[C@@H]1CN([C@H](C)CO)C(=O)c2cccc(NS(=O)(=O)c3cn(C)cn3)c2O[C@@H]1CN(C)C(=O)Nc1cccc2ccccc12	5	1	10	-2	-2	0.2	-8
COc1ccc(NC(=O)N(C)C[C@@H]2OCCCC[C@@H](C)Oc3ccc(NC(=O)CCCN(C)C)cc3C(=O)N([C@@H](C)CO)C[C@H]2C)cc1	67*	-3	nt	1	-2	-0.2	-10
Cc1c(CCOC(=O)c2ccc(N3CCOCC3)c([N+](=O)[O-])c2)sc[n+]1CC#N	nt	2	14	3	-3	0.7	12
COCCNC(=O)C[C@H]1CC[C@@H]2[C@H](COc3ccc(NC(=O)c4cnccn4)cc3C(=O)N2C)O1	5	-7	-19	13	1	0.2	24
O=C(CCC(=O)Nc1ccccc1Cl)NNC(=O)NC1CCCCC1	18	-17	-2	2	0	0.0	2
CN1CCN(C(=O)C[C@@H]2C=C[C@@H](NC(=O)c3ccc4c(c3)OCO4)[C@@H](CO)O2)CC1	-3	2	2	2	2	-0.2	11
CCCCCC/C=C/c1ccc(OC)c([C@H]2[C@H]3C=CC[C@@H](C)[C@@H]3C(=O)N2Cc2ccccc2)c1	-15	-3	-14	-8	5	-0.1	-1
CCN(CC)S(=O)(=O)c1ccc(N2CCCCC2)c(NC(=O)C2=COCCO2)c1	-2	-5	-19	0	-2	-0.3	8

The list goes on.
SMILES	DENV2 CPE rescue	SIRT5 block	Statin myotox sup	ERp5 block	PglD DTNB	E-selectin induc	S100A4 MyoIIA
COC(=O)C1CCN(S(=O)(=O)Cc2ccccc2Cl)CC1	4	-2	-3	8	3	0.0	0
Cc1cccc(C(=O)NC2CC3CCC(C2)N3C)c1 (centres undefined)	3	-8	16	6	6	nt	-26
CCCNC(=O)c1cc(C2CCCCN2C(=O)CCc2ccccc2)on1 (centres undefined)	13	nt	1	-7	-2	-0.3	-1
c1cc(C2OCCO2)cs1	4	nt	6	1	-2	0.0	-7
N#Cc1ccc(CN2CCN(C(=O)CCNS(=O)(=O)c3ccc(F)c(Cl)c3)CC2)cc1	-9	0	0	-5	1	nt	-4
Cc1cc(Cl)c2oc(C(=O)N(C)CCCN3CCOCC3)c(C)c2c1	8	-2	nt	0	6	0.0	-12
CO[C@H]1CN(C)C(=O)c2cc(NC(=O)CC(F)(F)F)ccc2OC[C@@H](C)N(S(=O)(=O)c2cn(C)cn2)C[C@H]1C	-12	nt	-5	2	-1	0.1	7
N/C(=N\OC(=O)c1ccc(OCC(F)(F)F)nc1)c1ccc(Cl)cc1	12	0	nt	2	2	1.8	4
CCOC(=O)Cn1c(=O)oc2ccc(C)cc21	nt	-2	nt	-12	nt	0.0	2
O=C(Cc1ccc(S(=O)(=O)N2CCOCC2)s1)Nc1cc(C(F)(F)F)ccc1N1CCCC1	-7	1	nt	-1	-3	0.1	0
CC(=O)N1c2cc3ccccc3cc2N(C(C)=O)c2cc3ccccc3cc21	-7	nt	12	0	1	-0.4	-1
C[C@@H]1CN([C@H](C)CO)C(=O)c2cc(C#CC(C)(C)O)cnc2O[C@H]1CN(C)C(=O)CC1CC1	-5	25*	9	-15	-5	0.0	9
O=C(NCCO)c1ccc2[nH]c3c(c2c1)CCCC3	-1	-1	5	0	1	nt	4
Cc1noc(C)c1C(=O)OCC(=O)N1CCN(S(=O)(=O)c2ccc3ccccc3c2)CC1	-7	-10	1	-2	3	2.7	-3
CCNC(=O)CSC1=N/C(=C\c2ccc(O)c(OCC)c2)C(=O)N1c1ccc(OC(F)F)cc1	-7	-3	10	-19	-7	0.1	-4
C[C@@H]1CCCCO[C@H](CN(C)Cc2ccc(C(=O)O)cc2)[C@@H](C)CN([C@H](C)CO)C(=O)c2cc(NC(=O)NC3CCCCC3)ccc2O1	0	1	nt	3	-2	0.0	10
Cc1cccc(CSCCNC(=O)COc2ccc(Cl)cc2)c1	6	-2	nt	2	nt	nt	-2
CC(C)NC(=O)Nc1ccc2c(c1)CC(=O)N([C@H](C)CO)C[C@@H](C)[C@@H](CN(C)C(=O)Nc1cccc3ccccc13)O2	7	-2	16	-1	-3	nt	13
CCOC(=O)N1CCN(C(=O)/C(=C/c2ccc(Cl)cc2)NC(=O)c2ccccc2)CC1	1	-2	-5	1	3	5.7	1
Cc1nn(Cc2ccccc2)c(Cl)c1/C=C1\NC(=S)NC1=O	-4	6	7	2	3	-0.7	0
COc1cccc2cc(C(=O)NCc3ccc(Cl)cc3)c(=N)oc12	-3	1	7	-1	2	-0.1	-3
O=C(Nc1cccc(S(=O)(=O)N2CCCC2)c1)c1cccc(OC(F)F)c1	-1	0	nt	0	nt	-1.5	-1
CCOc1cc2[nH]c(=S)n(C3CC3)c(=O)c2cc1OCC	8	-2	nt	-2	nt	nt	3
Cc1ccc(S(=O)(=O)c2nc(-c3ccco3)oc2SC(C)C)cc1	-6	-2	17	4	-2	nt	-5
O=C(CN1CCc2ccccc21)NC(=O)NCc1ccccc1	12	6	nt	-3	nt	nt	2

For convenience, 2 of the compounds above.
SMILES	DENV2 CPE rescue	SIRT5 block	Statin myotox sup	ERp5 block	PglD DTNB	E-selectin induc	S100A4 MyoIIA
COC(=O)C1CCN(S(=O)(=O)Cc2ccccc2Cl)CC1	4	-2	-3	8	3	0.0	0
Cc1cccc(C(=O)NC2CC3CCC(C2)N3C)c1 (centres undefined)	3	-8	16	6	6	nt	-26

Next records follow:
SMILES	DENV2 CPE rescue	SIRT5 block	Statin myotox sup	ERp5 block	PglD DTNB	E-selectin induc	S100A4 MyoIIA
COC(=O)CNC(=O)c1ccc(F)cc1	4	-5	nt	-7	6	nt	-10
NC(=O)c1ccc(SCC(=O)OCC(=O)NCC2CCCCC2)c([N+](=O)[O-])c1	-5	-4	-4	3	1	-0.1	-2
C[C@H]1CN([C@@H](C)CO)C(=O)c2cc(-c3cccc(F)c3)cnc2O[C@H]1CN(C)C(=O)c1cnccn1	-4&3	0&8&0	-2&2&4	-1&1&2	4&0&0	-1.6&-0.1	-11&6&8
O=C(NN1C(=O)C2CCCCC2C1=O)c1ccco1 (centres undefined)	-4	-4	nt	2	nt	-0.1	-4
O=C(C[C@@H]1CC[C@@H]2[C@H](COC[C@H](O)CN2CCC(F)(F)F)O1)N1CCC(Cc2ccccc2)CC1	2	2	37	-1	-3	-0.1	-2
O=C(C[C@@H]1CC[C@H](NS(=O)(=O)c2cccc(F)c2)[C@@H](CO)O1)NCc1ccc2c(c1)OCO2	10	0	4	2	0	0.1	-2
CC(C)NC(=O)N(C)C[C@@H]1Oc2c(NC(=O)c3ccc(-c4nccs4)cc3)cccc2C(=O)N([C@@H](C)CO)C[C@@H]1C	8	3	nt	-10	4	81*	0
O=C(N[C@H]1CC[C@@H](CCNS(=O)(=O)c2ccc(F)cc2)O[C@H]1CO)c1ccccn1	5	3	-3	6	1	-0.2	3
CC1CCCN(C(=O)C2CCN(c3ncnc4c3nc3n4CCCCC3)CC2)C1 (centres undefined)	4	2	0	2	-2	nt	-9
CC(C)N(C(=O)[C@H]1C[C@H](CC(=O)NCCCn2ccnc2)C(=O)N2CCc3c([nH]c4ccc(Cl)cc34)[C@]12C)C(C)C	12	1	-15	1	2	0.1	5
COC(=O)[C@@H]1C[C@@]2(O)[C@@H](O)[C@@H](O)[C@@H](O)C[C@H]2N1CC1CCCCC1	1	nt	-3	12	1	0.0	0
COc1ccc(NC(=O)N(C)C[C@@H]2OCCCC[C@@H](C)Oc3ccc(NC(=O)Nc4ccc(C(F)(F)F)cc4)cc3C(=O)N([C@H](C)CO)C[C@H]2C)cc1	2	11	-13	0	2	0.2	-5
Cc1ccc(NC(=O)CN(C)CC(=O)Nc2ccccc2-c2ccccc2)cc1	7	0	nt	-1	nt	2.9	-1
COc1ccc(-c2cc(C(=O)Nc3c(C)n(C)n(-c4ccccc4)c3=O)c3ccccc3n2)c(OC)c1	4	-2	-4	-13	-5	nt	1
CCOC(=O)c1c(S(=O)(=O)NCCc2ccco2)c(C)n(C)c1C	-6	4	7	2	2	nt	15
CO[C@H]1CN(C)C(=O)c2ccc(NC(=O)CC(F)(F)F)cc2OC[C@H](C)N(C(=O)C2CCCCC2)C[C@@H]1C	-7	nt	nt	10	nt	-0.1	-19
C[C@H](CO)N1C[C@H](C)[C@H](CN(C)S(=O)(=O)c2cccs2)Oc2ccc(NC(=O)NC3CCCCC3)cc2C1=O	-9	-3	nt	-2	2	-1.9	-1
Cc1ccc(C)c(NC(=O)CN(C)C(=O)c2ccc(COc3ccccc3)cc2)c1	?	nt	2	-4	2	nt	1
Cc1ccc(NC(=O)CSC2=C(C#N)C(c3ccc4c(c3)OCO4)CC(=O)N2)cc1C (centres undefined)	1	-4	-27	5	-1	nt	-2
O=C(CCC(=O)N1CCN(c2ccccn2)CC1)c1cccs1	-3	0	1	1	1	-0.8	-5
O=C(CCCCn1ccc(=O)[nH]c1=O)Nc1ccc(C(=O)O)c(O)c1	-6	nt	0	0	-1	-0.1	-9
O=C(Nc1ccccc1[N+](=O)[O-])c1cccnc1Cl	3	-5	nt	3	6	nt	-6

A portion of the library; the hit share may differ from the screen's.
